AID1053144: Wnt/beta-catenin signaling activators, dose response, cell-based, iPS-derived NPC, luciferase, Wnt3a, cherry-pick (AID 1053144). NPC TCF/LEF luciferase reporter, Wnt3a EC25, 24 h. AC30 in µM for hits, for the others activation, % at the top dose, mostly 26 µM. 4.8% of 3,400 active;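 active = fitted curve reaches 30% activation at a concentration no higher than the top valid tested dose, luminescence rising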;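 note: wnt3a stimulus is conditioned medium from Wnt3a-transfected mouse L cells at 5% in well; 0% = neutral control wells and 100% = CHIR-99021 positive control wells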
Starred values were filed as active, the others as inactive. These rows are one share of the data; rates above refer to the full screens.

SMILES | AID1053144
Cc1nn2cc(-c3ccc(Cl)cc3)cnc2c1Cl | 7%
CC1(C)Cc2c(c(N3CCOCC3)nc3sc(C(=O)Nc4ccccc4)c(N)c23)CO1 | 7%
Cc1ccc(NC(=O)c2ccc(Nc3ccccc3F)nc2)cc1 | 13%
Oc1sc(C=Nc2ccccc2)c2ccccc12 | 16%
CC(=O)N/N=C\c1ccccc1OC/C=C/c1ccccc1 | 5%
CCOC(=O)c1c(C=O)c2sc(C)cc2n1C | 1%
Cn1c(-c2ccccc2)cnc1N | -1%
CCN1CCC2(CC1)Oc1c(OC)cccc1C1CC(c3cccnc3)=NN12 (stereo not drawn) | 4%
Cc1ccc(-n2c(C(C)C)nc3oc4ccccc4c(=O)c3c2=O)cc1 | 16%
CCOC(=O)C1=NN(c2ccc(Cl)cc2)C(=O)C1 | 13%
N#Cc1nc(-c2ccc(Cl)cc2)oc1NCc1ccco1 | 15%
CCCCCC(=O)Nc1nc2ccccc2[nH]1 | 8%
C/C(=N\NC(=O)c1ccc2ccccc2c1)c1cccs1 | 8%
CC(=Nc1ccccc1O)c1sc2ccccc2c1O | 1%
O=C(N/N=C/c1ccco1)Nc1ccccc1 | 7%
Cc1ccc(NC(=O)c2ccoc2C)cc1C | 14%
COc1cc(/C=C2\SC(=O)N(CCN)C2=O)ccc1OS(=O)(=O)c1cc(C)ccc1C | -3%
CCOc1ccc(-n2c(COc3ccc(C)cc3)nnc2SCC(N)=O)cc1 | 14%
Cc1ccsc1C(=O)OCC(=O)N(C)C1CCCCC1 | 3%
CC(C)(C)c1cc(NCCCn2ccnc2)n2ncc(-c3ccccc3)c2n1 | -4%
CCn1c(=O)c(C(=O)NCc2ccc(Cl)cc2)c(O)c2ccccc21 | 9%
[O-][n+]1ccc(C2CC2)cc1 | 0%
CC1(CCC(=O)O)C(=O)CCC2C1CCC1(C)C2CCC1(C)O (stereo not drawn) | 14%
CC(=O)Nc1ccc(-c2csc(Nc3cccc(C)n3)n2)cc1 | 12%
O=C(NCc1ccccn1)Nc1cccc(Cl)c1 | 9%
COc1ccc(C(=O)COC(=O)c2cccs2)cc1 | 9%
CC(C)(C)c1cc(C(=O)NNC(=O)c2ccc(C(F)(F)F)cc2)no1 | 2%
Cc1cc(NC(=O)c2ccoc2C)ccc1Br | 5%
O=C(Nc1ccc2c(c1)OCO2)c1ccc(CO)cc1 | 7%
COc1ncccc1-c1nnn(-c2ccc(C)cc2)n1 | 8%

Additional structures follow:
SMILES | AID1053144
O=C(Nc1nc2ccccc2[nH]1)c1cccc(F)c1 | 8%
Cc1nc2sc(C(=O)Nc3ccccc3)c(N)c2c(C)c1[N+](=O)[O-] | -2%
O=C(Nc1ccccc1Br)c1ccc(N2CCCC2=O)cc1 | 10%
CC(=O)c1c(C)[nH]c(C(=O)Nc2ccc(C)c(C)c2)c1C | 18%
Cc1cccc(NC(=O)c2n[nH]c([N+](=O)[O-])c2Br)c1C | 5%
CCN(CC)c1ccc(/C=N/NC(=O)Nc2ccccc2)cc1 | 10%
Cc1cccn2cc(CNc3ccccc3)nc12 | 16%
CCN(CC)c1ccc(NC(=O)c2ccc(Br)o2)cc1 | 8%
O=C(Oc1ccc(OC(=O)C2CCC2)cc1)C1CCC1 | 2%
CN1/C(=C\C=C2/C(=O)Oc3ccccc3C2=O)C(C)(C)c2ccccc21 | -2%
CCC(=O)Nc1ccc(NC(=O)c2ccco2)c(OC)c1 | 13%
O=C(NNS(=O)(=O)c1ccccc1)C1CCN(S(=O)(=O)c2ccccc2)CC1 | 1%
Cc1cc(-c2onc(C)c2C(N)=O)no1 | 1%
Nc1ccccc1C(=O)NNC1=C(C(=O)C(F)(F)F)CCC1 | 5%
CSCCNC(=O)c1ccc2nc(Cc3ccccc3F)oc2c1 | 7%
COc1ccc2c(c1OC)C(=O)N(c1ccc(F)cc1)C2 | 10%
Cc1ccc(NC(=O)c2ccc(OCC3CCCO3)cc2)cc1Cl (stereo not drawn) | 14%
COc1ccc(N=Nc2ccc(N)nc2N)cc1 | 13%
COc1cc(C)ccc1OCC(=O)Nc1ccc2c(c1)OCO2 | 18%
Cc1ccc(/C=C/C(=O)c2nc3ccccc3[nH]2)cc1 | 21%
CC(C)(C)NC(=O)NC(=O)COc1ccccc1C#N | 7%
CN=C1S/C(=C\c2ccc(O)c(OC)c2)C(=O)N1C | 6%
Nc1ccc(-c2nc3cc([N+](=O)[O-])ccc3o2)cc1 | 4.8µM*
Cc1ccc2sc(-c3ccc(NC(=O)CCN4C(=O)c5ccccc5C4=O)cc3)nc2c1 | 2%
O=C(NCc1cccs1)c1cc(-c2ccc(O)cc2)on1 | 10%
O=C(Nc1ccc(NC(=O)c2ccccc2F)cc1)c1cccs1 | 13%
COc1ccc(C2=NNC(=O)C2(C)Br)cc1 (stereo not drawn) | 2%
C#CCSc1nnc(-c2ccc(OC)cc2)o1 | 4%
Oc1cccc(Nc2nc(O)c(/C=C3\C=Nc4ccccc43)s2)c1 | 15%
N/C(=N\OC(=O)CCC1CCCC1)c1ccccn1 | 11%

(list continues)
SMILES | AID1053144
COc1ccc2c(c1)O/C(=C\c1ccco1)C2=O | 13%
COc1ccc2nc(NC3=NCCC3)sc2c1 | 9%
CC1CC(O)C(C)CN1 (stereo not drawn) | 15%
Cc1c(C(=O)Nc2cc(F)cc(F)c2)cnn1-c1ccccc1 | 17%
CNC(=O)c1ccsc1NC(=O)c1sc2ccccc2c1Cl | 12µM*
Cc1cc(C(=O)CSc2nc3ccccc3[nH]2)c(C)n1C | 8%
CC1CCc2sc(C(=O)N3CCC(C(N)=O)CC3)cc2C1 (stereo not drawn) | 12%
COc1ccccc1C1CCN(C(=O)c2cnn(-c3ccccc3)c2C)CC1 | 0%
Cc1ccc(C(=O)Nc2cccc(C(=O)N3CCOCC3)c2)cc1 | 14%
O=[N+]([O-])c1ccccc1-c1cc(-c2ccccc2O)n[nH]1 | 8%
O=C(N/N=C\c1ccco1)Nc1cccc(Cl)c1 | 14%
Cc1occc1C(=O)O/N=C(\N)c1ccc(Cl)cc1 | 10%
O=C(COc1ccccc1F)N/N=C1\CCCc2ccccc21 | 7%
c1ccc(C2Nc3ccccc3-c3nc4ccccc4n32)cc1 (stereo not drawn) | 4%
Cc1c(C(=O)N2c3ccccc3CC2C)oc2ccccc12 (stereo not drawn) | 10%
N#Cc1c(-c2cccnc2)c2c([nH]c1=O)-c1ccccc1OC2 | 6%
CC1CCN(c2ncnc3c2cnn3-c2ccccc2)CC1 | 2%
Cc1ccc(C(=O)COC(=O)c2cccc(O)c2)s1 | 5%
CCN(CCn1cccn1)Cc1cn[nH]c1-c1ccc(OC)cc1F | 14%
Cc1ccc(C(=O)Nc2cccc(-c3ccc(N4CCOCC4)nn3)c2)cc1 | 19%
COc1ccccc1OCc1cc(C(=O)N2CCN(C)C(c3ccccc3)C2)no1 (stereo not drawn) | 15%
Cc1cccc(/C=N/N2CCN(c3ccccc3)CC2)c1 | 11%
CCCCN1CC(O)=C(c2nc3ccccc3s2)C1=N | 12%
COc1ccc(NC(=O)c2cc3ccccc3o/c2=N\NS(=O)(=O)c2ccc(C)cc2)cc1 | -2%
CC(C)NC(=O)c1cc(-c2ccc3c(c2)OCO3)on1 | 8%
COC(=O)c1c(-c2ccc(SC)cc2)sc2ccc(OC)cc12 | 8%
O=[N+]([O-])c1cccc(C2=NC(c3ccccc3)CO2)c1 (stereo not drawn) | 6%
O=C(Nn1c(SCc2cccc([N+](=O)[O-])c2)nc2ccccc2c1=O)c1ccccc1 | 7%
Cc1cc(N2CCCCC2)nc2ccc(NC(=O)CCC(=O)NCCC(C)C)cc12 | 10%
Cc1cc(-c2nc3cc(F)ccc3s2)ccc1N | 7%

Next section:
SMILES | AID1053144
COc1cccc(/C=C2\N=C3CCCCCN3C2=O)c1 | 16µM*
O=C(Nc1ccc2ccccc2c1)c1cccc(F)c1 | 14%
Brc1c(CSc2nc3ccccc3o2)nc2ncccn12 | 19%
Cc1cc2sc3nc(=O)n(-c4ccccc4)c(=O)n3c2cc1C | 12%
Cc1ccc(NC(=O)c2noc3c2CCC3)cc1C | 2%
COc1cc(OC)cc(C(=O)OCC(=O)NCc2ccco2)c1 | 10%
CCOC(=O)c1sc(NC(=O)c2sccc2C)cc1C | 13%
O=Cc1ccc(-c2nc3ccccc3s2)o1 | 9%
O=C(Nc1ccc2c(c1)OCCO2)c1cncc(Br)c1 | 7%
O=C(NC1CCCCC1)c1ccc(-c2cccc([N+](=O)[O-])c2)o1 | 12%
O=C(CCCC(=O)c1ccc(O)cc1)c1ccc(O)cc1 | 11%
CC(C)(C)CC(=O)Nc1nnc(-c2cccs2)s1 | 7%
N/C(=N\OC(=O)Cc1cccc2ccccc12)c1ccccn1 | 14%
CC(=O)c1ccc(NC(=O)c2ccn(C(=O)OCC(C)C)n2)cc1 | 8%
CC(=O)Nc1ccc(-c2cc3ccccc3o2)cc1 | 15%
O=C(Nc1ccc(Cl)cc1Cl)c1ccc2c(=O)n3c(nc2c1)CCC3 | 14%
COc1ccccc1C1=NC(c2ccc(C)cc2)N=C1C (stereo not drawn) | 7%
CN(CCO)C(=O)c1ccc(-c2nn(C)c(=O)c3ccccc23)cc1 | 9%
Cc1ccc(NC(=O)C2=NNC(=O)CC2)cc1F | 10%
O=C(Nc1ccc(NC(=O)c2cccs2)cn1)c1ccccc1 | 6%
COCCNC(=O)c1ccc2c(Cl)c3c(nc2c1)CCC3 | 12%
C/C(=N\O)c1sc(-c2ccccc2)nc1C | 8%
COc1ccc(CNc2ccc(Br)cc2)cc1 | 8%
CCN(CC)C(=O)CSc1ncnc2c1cnn2-c1ccccc1 | 10%
CCNS(=O)(=O)c1ccc2nc(NC(=O)/C=C/c3cc(OC)c(OC)c(OC)c3)sc2c1 | -2%
O=C(O)c1ccccc1NN=Cc1ccccc1 | 13%
c1ccc(-c2cc(-c3ccccc3)on2)cc1 | 4.8µM*
O=C(Nc1ccc2c(c1)OCO2)c1ccccn1 | 3%
Cc1csc(NC(=O)c2ccc(N3CCCC3=O)cc2)n1 | -3%
O=C(/C=C/c1ccco1)Nc1nc(-c2ccccc2)cs1 | 11%

More results.
SMILES | AID1053144
COC(=O)c1ccc(CN2CCCC(CNC(=O)Cc3ccc(OC)cc3)C2)cc1 (stereo not drawn) | 19%
COc1ccc(-c2ccc(NC(=O)c3ccc(Br)o3)cc2)nn1 | 17%
O=C(NN=Cc1ccccc1Cl)c1ccccc1 | 12%
CCOC(=O)N/N=C\c1ccccc1OC/C=C/c1ccccc1 | 2%
CCOc1nc(N2CCOCC2)nc(C)c1[N+](=O)[O-] | 1%
COc1ccc2nc(NC(=O)c3c(C)noc3C)sc2c1 | 7%
CC1CCN(C(=O)c2ccc(-c3ccccc3Cl)o2)CC1 | 7%
CCCCn1c(SCC2CCCCO2)nc2cc(S(N)(=O)=O)ccc21 (stereo not drawn) | 7%
CCn1nnc(NC(=O)c2ccc(C(C)(C)C)cc2)n1 | 14%
CC(=O)Nc1ccc(-c2ccnc3c2CC(C)(C(=O)NC(C)C)O3)cc1 (stereo not drawn) | 0%
O=C(CSc1nnc(C2CC2)n1C1CC1)c1ccc(Br)s1 | 10%
COc1ccc2oc(C(=O)Nc3ccc(C)cn3)c(C)c2c1 | 5%
Cc1ccc(-c2csc(N3C(=N)SCC3=O)n2)cc1 | 14%
Cc1ccc(SCc2cn3ccccc3n2)cc1 | 8%
Cc1ccc(C)c(OCc2cc(C(=O)N3C[C@@H](C)O[C@@H](C)C3)no2)c1 | 10%
CCC(=O)Nc1nnc(/C=C/c2ccc(OC)cc2)s1 | 10%
Cc1ccc(OCc2ccc(Br)cc2)c([N+](=O)[O-])n1 | 8%
COc1ncccc1-c1nnn(-c2ccc(F)cc2)n1 | 10%
COc1ccc(-c2nnc(-c3ccccc3O)o2)cc1 | 5%
Cc1cc(NC(=O)CSc2nc3c(cc2C#N)CCCCC3)no1 | 9%
NC(=O)c1ccccc1NC(=O)/C=C/c1ccccc1 | 10%
Cc1ccc2oc(C(=O)Nc3nnc(C)s3)c(C)c2c1 | 6%
COc1ccc(C)cc1NC(=O)CSc1nnnn1Cc1ccccc1 | 2%
O=C(CSc1nnc([C@@H]2CCCN2)o1)c1ccc(Cl)cc1 | 15%
O=C(CCc1nnc(C2CCCCC2)o1)N1CCN(c2ccccc2F)CC1 | 9µM*
COc1c(OC(C)=O)ccc(/C=C/c2ccc3cccc(OC)c3n2)c1[N+](=O)[O-] | -1%
O=c1[nH]c(-c2ccc(-c3cccc(Cl)c3)o2)nc2ccccc12 | -1%
O=C(Nc1ccc2ccccc2n1)c1ccc(Cl)cc1 | 9%
CN(C(=O)COC(=O)c1cc(=O)[nH]c2ccccc12)C1CCCCC1 | 7%
COC(=O)c1sccc1NN1C(=O)c2ccccc2C1=O | 13%

Rewritten with the structure last: part of the list above.
AID1053144	structure
9%	Cc1cc(NC(=O)CSc2nc3c(cc2C#N)CCCCC3)no1
10%	NC(=O)c1ccccc1NC(=O)/C=C/c1ccccc1
6%	Cc1ccc2oc(C(=O)Nc3nnc(C)s3)c(C)c2c1
2%	COc1ccc(C)cc1NC(=O)CSc1nnnn1Cc1ccccc1

The list continues.
SMILES | AID1053144
O=C(NCCc1cccs1)C1CC(c2ccccc2[N+](=O)[O-])=NO1 (stereo not drawn) | 9%
O=C(NCCc1c[nH]c2ccccc12)c1cc2ccccc2oc1=O | 13µM*
Cc1ccc(C)c(OCC(=O)Nc2cccc(C(=O)O)c2)c1C | 8%
O=C(CSc1nnc(-c2ccccn2)o1)Nc1ccccc1F | 6%
COc1ccc(C(=O)CCNc2cccc(Cl)c2)cc1 | 7%
COc1ccc2nc(Nc3nc(C)c(C(C)=O)s3)sc2c1 | 18%
Cc1ccsc1-c1nc(-c2ccccc2)c(-c2ccccc2)[nH]1 | 4%
CCOC(=O)c1ccc(-c2ccc3c(c2)CCC3)nc1C | 7%
Nc1nnc(CC(=O)N/N=C/c2ccc(-c3cccc(C(=O)O)c3)o2)s1 | 5%
O=c1sc(/C=N/Nc2ccccc2)c(Cl)n1Cc1ccccc1 | 7%

From PubChem
